# Compound activity deposited in PubChem by National Center for Advancing Translational Sciences (NCATS).
# mIDH1 inhibitor: human IDH1 R132H inhibition. AID 602179. IDH1-R132H enzyme, NADPH consumption, diaphorase/resazurin fluorescence. 390,000 compounds, 0.093% hits. Potency, µM (highest dose often 76.6 µM), for inactives: top-dose activity change, negative = inhibition, most hits filed as inhibitors. O75874; also: potency is read from the fitted curve at half-maximal effect; % is scaled to controls: 0 for no effect and ±100 for the full control effect; nearly all actives have a fitted effect of over 65% in size
#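 IDH1-R132H (0.5 ug/mL) preincubated 30 min with compound, then NADPH (0.016 mM) and alpha-KG (2 mM) added; 80 min at RT, pH 7.5. Remaining NADPH coupled via diaphorase/resazurin to fluorescence (540/590 nm); concentration-response curves normalized to no-enzyme control.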
# RXFP1 ag: agonists of human relaxin receptor RXFP1. Q9HBX9. HEK293T-RXFP1 cAMP TR-FRET, 30 min; response scale: percent of porcine relaxin response, buffer zero. Potency, µM (series often up to 57.5 µM), for inactives: top-dose activation, usual class: activators. 370,000 compounds, 0.3% hits. AID 2676; also: potency is read from the fitted curve at half-maximal effect; % is scaled to controls: 0 for no effect and ±100 for the full control effect; nearly all actives have a fitted effect of over 60% in size; many of its hits are not listed in these tables
# Target sequence (Q9HBX9 whole entry, looked up): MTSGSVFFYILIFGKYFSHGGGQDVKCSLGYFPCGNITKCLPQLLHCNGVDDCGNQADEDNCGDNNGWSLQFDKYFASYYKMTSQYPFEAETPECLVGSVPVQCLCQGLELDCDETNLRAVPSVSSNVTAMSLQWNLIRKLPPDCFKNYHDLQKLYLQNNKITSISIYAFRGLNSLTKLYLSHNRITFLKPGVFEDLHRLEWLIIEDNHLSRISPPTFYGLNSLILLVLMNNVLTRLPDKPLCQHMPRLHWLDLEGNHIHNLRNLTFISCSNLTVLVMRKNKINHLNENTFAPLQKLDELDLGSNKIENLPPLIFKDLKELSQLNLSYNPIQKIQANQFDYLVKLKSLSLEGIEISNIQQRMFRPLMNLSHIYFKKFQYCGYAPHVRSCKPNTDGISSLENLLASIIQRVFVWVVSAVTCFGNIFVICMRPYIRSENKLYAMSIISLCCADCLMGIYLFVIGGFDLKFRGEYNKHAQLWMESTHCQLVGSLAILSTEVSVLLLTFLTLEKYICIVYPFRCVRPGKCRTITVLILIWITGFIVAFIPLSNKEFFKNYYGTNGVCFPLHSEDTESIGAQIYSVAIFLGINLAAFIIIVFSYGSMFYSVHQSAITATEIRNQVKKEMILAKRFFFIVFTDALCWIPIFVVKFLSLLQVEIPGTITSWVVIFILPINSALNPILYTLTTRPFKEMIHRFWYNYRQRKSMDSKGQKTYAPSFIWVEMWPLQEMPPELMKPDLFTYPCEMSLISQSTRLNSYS
#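 HEK293 cells stably expressing RXFP1, treated 30 min at 37C with compounds plus PDE4 inhibitor Ro 20174; cAMP measured by HTRF TR-FRET. Normalized to buffer and 29 nM porcine relaxin; EC50 by Hill fit.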
# LDHA block: inhibitors of human lactate dehydrogenase A; 480,000 compounds, 0.15% hits; activity change, % (values are at about 110 or 230 µM); purified LDHA, NADH/diaphorase-resazurin fluorescence; stronger effect = lower value; P00338; AID 1347041; in the data active = activity change below about -30%; inconclusive = mostly about -25% to -30%;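 also: plate controls were DMSO wells for no effect and wells without enzyme for full effect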
#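 LDH5 2 nM; NADH 0.06 mM, pyruvate 0.2 mM; 200 mM Tris pH 7.4, EDTA, Tween-20; 5 min RT. Detection: diaphorase 0.133 mg/mL + resazurin 37 µM, fluorescence ex540/em590 at 0 and 20 min; normalized to enzyme-free and DMSO wells.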
# TrxR1 substrate: is turned over as a substrate by rat TrxR1; O89049; purified TrxR1 substrate turnover, NADPH consumption readout; Potency, µM (series often up to 114 µM), without a hit: at the top dose activity change, negative = substrate turnover; 390,000 compounds, 0.01% hits; AID 588456; also: potency is read from the fitted curve at half-maximal effect; % is scaled to controls: 0 for no effect and ±100 for the full control effect; nearly all actives have a fitted effect of over 50% in size
#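 Rat TrxR1, dispensed at 90 nM, was prereduced with 400 uM NADPH (final) for 5 min at ~22 deg C, then incubated with compound 15 min before 400 uM selenite. A first-read NADPH fluorescence drop versus no-compound background flagged substrates.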
# USP1 inh: blocks the human USP1/UAF1 deubiquitinase complex; recombinant USP1/UAF1, Ub-Rhodamine cleavage fluorescence; Potency, µM (series often up to 57.1 µM), for the others: at the top dose activity change, negative = inhibition, most hits filed as inhibitors; 390,000 compounds, 0.23% hits; AID 743255; also: potency is read from the fitted curve at half-maximal effect; % is scaled to controls: 0 for no effect and ±100 for the full control effect; nearly all actives have a fitted effect of over 60% in size; inactives centre near -12
#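 High-throughput fluorogenic screen: 1nM USP1/UAF1 complex, Ub-Rho substrate 150nM final, 50mM HEPES pH 7.8 with 0.5mM EDTA, 0.1 mg/ml BSA, 1mM TCEP and 0.01% Tween-20.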
# Vif-A3G inh: Vif-A3G binding inhibition; HeLa A3G-eYFP + Vif (tagged APOBEC3G with the HIV-1 protein that degrades it), YFP fluorescence, overnight; 410,000 compounds, 0.076% hits; AID 602310; Q9HC16; Potency, µM (titrated, usually from 46.1 µM), without a hit: at the top dose activity, negative = active, usual class: inhibitors;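 also: potency is read from the fitted curve at half-maximal effect; % is scaled to controls: 0 for no effect and ±100 for the full control effect; nearly all actives have a fitted effect of over 60% in size; hits raise eYFP signal because A3G escapes Vif-driven loss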
#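 Read-out is eYFP fluorescence (Ex 488/Em 500-530) from Vif-expressing HeLa A3G-eYFP cells; more signal means A3G escaped Vif-mediated degradation. Cells plated overnight, compound pinned in, incubated overnight at 37 deg C.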
# Vif-APOBEC3F blk: Vif-A3F binding inhibition | HeLa A3F-eYFP + Vif (tagged APOBEC3F with the HIV-1 protein that degrades it), YFP fluorescence increase | Potency, µM (top dose mostly 46.1 µM), without a hit: at the top dose activity, negative = active | 390,000 compounds, 0.2% hits | AID 602313; also: potency is read from the fitted curve at half-maximal effect; % of control where 0% means no effect; nearly all actives have a fitted effect of over 65% in size
#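 HeLa cells stably expressing A3F-eYFP plus Vif, plated and incubated overnight at 37 deg C, then exposed to compounds overnight at 37 deg C. Blocked degradation read as raised yellow fluorescence (Ex 488/Em 500-530).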
# Glioma ERSR ind: ER stress response induction in glioma. Potency, µM, for inactives: at the top dose activation, hits mostly activators. U87-MG GRP78 promoter luciferase reporter, 16 h. AID 602332. 420,000 compounds, 0.02% hits; also: potency is read from the fitted curve at half-maximal effect; series mostly up to about 76 µM; % of control where 0% means no effect; nearly all actives have a fitted effect of over 35% in size
#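 Stably transfected U87-MG human glioma cells carrying a GRP78-based luminescent sensor were seeded at 1000 cells/well, pin-dosed with compounds and incubated 16 h. Luciferase reagent was then added, and end-point luminescence was read after 10 min at room temperature.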
# PI4K2A block: blocks human PI4K2A kinase activity; Q9BTU6; purified PI4K2A, ADP-Glo luminescence, 1 h; stronger effect = lower value; activity change, negative = inhibition, % at 76.9 µM; 420,000 compounds, 0.13% hits; in the data active = activity change below about -50%; inconclusive = mostly about -30% to -49%;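 also: -100% = wells without enzyme as full effect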
#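 In this quantitative HTS, ADP production by PI4K2A was quantified luminescently after 1 h at ambient temperature; 100 microM adenosine served as plate-quality control.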
# Starred values were filed as active, the others as inactive; ? = inconclusive; / = no result given; & = joins results of further samples; [ ] = remark or other dose. Unless noted, calls follow the shape of the dose curve; as a rule, active = well fitted curve in the direction sought with a large enough effect; inconclusive = small, poorly fitted or top-dose-only effect, or another doubt; inactive = no such curve, though single readings can be large; an effect the other way counts as inactive or inconclusive.
SMILES,mIDH1 inhibitor,RXFP1 ag,LDHA block,TrxR1 substrate,USP1 inh,Vif-A3G inh,Vif-APOBEC3F blk,Glioma ERSR ind,PI4K2A block
CC(Cc1ccccc1)C(=O)N[C@@H](CO)Cc1ccccc1 (some centres not stated),-1%,-1.6%,-19,2%,-9%,1%,3%,0%,-1
C=CCONC(=O)c1cc(OCC(F)(F)F)ccc1OCC(F)(F)F,4%,-0.5%,-10,1%,-14%,1%,12%,-4%,3
O=C(COC(=O)c1ccc(Br)o1)NCc1ccc(F)cc1,11%,-2.0%,-7,5%,-4%,3%,-4%,1%,-4
N#Cc1nc(COc2cccc(Cl)c2)oc1NCCN1CCOCC1,2%,-2.8%,-1,1%[57.1 µM],9%,-1%,1%,-4%,2
CCOC(=O)N1CCN(C(=O)COC(=O)c2cc(Cl)c(O)c(Cl)c2)CC1,9%,2.1%,-3,7%[57.1 µM],-11%,2%,4%,-2%,-2
O=C(CN(c1ccc(F)cc1)S(=O)(=O)c1ccccc1)NCc1ccco1,3%,1.7%,-2,8%[57.1 µM],-15%,-8%,-1%,-3%,5
COC(=O)C1CSC(C(=O)OC)N1C(=O)CN1CCN(c2ccc(OC)cc2)CC1 (configuration not stated),4%,-0.1%,1,1%,-22%,1%,-11%,-4%,3
C/C(CC(=O)Nc1ccc(C)c(Cl)c1)=N\NC(=O)Cc1ccccc1,2%,0.6%,2,2%,6%,-8%,-3%,-4%,-2
O=C(CC1SC(=O)N(c2ccccc2)C1=O)Nc1cccc2ccccc12 (configuration not stated),-2%,5.8%,1,7%,-18%,-4%,7%,2%,9
COc1cc(OC)c(/C=N/NC(=O)Cn2nc([N+](=O)[O-])cc2C)c(OC)c1,4%,3.5%,7,-19%[57.1 µM],-3%,2%,-21%,-3%,-3
Cc1nc(-c2ccc(S(=O)(=O)N(Cc3ccccc3)C(C)C)cc2)co1,8%,0.4%,2,2%[57.1 µM],-36%,0%,6%,-3%,0
CCCCCCOc1cccc(N)c1,8%,3.8%,17,-6%,-22%,3%,-7%,7%,0
Cc1cc(C(=O)CCC(=O)N(C)CC(=O)Nc2c(Cl)cccc2Cl)c(C)s1,6%,0.9%,-3,2%,-15%,0%,2%,-3%,-1
O=C(O)c1cccnc1SCc1ccccc1Cl,4%,0.6%,-3,0%[57.1 µM],-11%,8%,-2%,6%,-1
O=C1C2C3C=CC(CO)(O3)C2C(=O)N1c1ccccc1-c1ccccc1 (configuration not stated),0%,1.0%,-1,8%,?,-20%,-12%,-8%,1
Cc1ccc(C(=O)NCC(c2ccco2)N2CCc3ccccc3C2)cc1C (configuration not stated),3%,0.5%,-5,4%,-20%,1%,3%,-5%,2
CC1CC(C)(C)n2c(O)c(N=NC(N)=S)c3cccc1c32 (configuration not stated),10%,1.2%,0,-11%,-3%,-3%,?,-4%,8
CC(C)=CCC/C(C)=C/COc1c2ccoc2cc2oc(=O)ccc12,/,/,2,8%[0.457 µM],/,-1%,/,-3%,/
Cc1oc2ccc(OC(C(=O)O)c3ccccc3)cc2c1C(=O)O (configuration not stated),11%,2.7%,-2,6%[57.1 µM],-14%,1%,6%,-5%,-1
Cc1ccc(-c2cnc(SCCNC(=O)c3ccco3)[nH]2)cc1,11%,0.1%,-3,6%,-1%,-2%,0%,-4%,2
C=CCOc1ccccc1CNc1ccccc1C,12%,-1.2%,18,-8%,-16%,-11%,-10%,2%,-2
CCOC(=O)c1cc(-c2ccc(OC)cc2)n(CCC(=O)NCCc2ccc(OCC)c(OCC)c2)c1C,3%,0.6%,-4,-8%[57.1 µM],-9%,1%,1%,8%,5
COC(=O)c1nn(-c2ccccc2)c(Sc2ccc(Cl)cc2)c1/C=N/O,6%,-4.5%,-7,-1%,-29%,3%,2%,9%,0
CCOc1ccccc1C(=O)Nc1ccc(S(=O)(=O)N2CCN(C)CC2)cc1,0%,2.0%,-2,-1%,-14%,7%,-1%,-3%,3
O=C(CCCn1c(SCc2cc(=O)n3cc(Cl)ccc3n2)nc2ccccc2c1=O)NCC1CCCO1 (configuration not stated),0%,-0.9%,-8,-3%,-18%,1%,13%,2%,-2

# (list continues)
SMILES,mIDH1 inhibitor,RXFP1 ag,LDHA block,TrxR1 substrate,USP1 inh,Vif-A3G inh,Vif-APOBEC3F blk,Glioma ERSR ind,PI4K2A block
CCOC(=O)C(NC(C)=O)(NS(=O)(=O)c1ccccc1)C(F)(F)F (configuration not stated),-3%,0.8%,-6,-3%,3%,-21%,-12%,4%,1
CCC(=O)Nc1ccc(F)c(Cl)c1,2%,0.1%,-8,-1%,-8%,2%,-4%,-3%,1
COc1ccc(-c2noc(CCC(=O)N3CCN(c4cccc(F)c4)CC3)n2)cc1,-16%,/,-17,0%,-9%,-14%,-5%,-2%,-3
CCOc1ccc(NS(=O)(=O)c2ccc(C(=O)NCCCN3CCCC3=O)cc2)cc1,0%,-0.9%,-2,-2%,-7%,0%,-5%,-3%,2
Cc1cccc(NS(=O)(=O)c2ccc(C)c(C(=O)NCc3cccnc3)c2)c1,1%,/,0,3%,-13%,0%,-4%,0%,1
O=C(CCC(=O)N1CCOc2ccccc21)NC1CCN(Cc2ccccc2)CC1,2%,0.9%,-6,-1%[57.1 µM],2%,-1%,3%,-1%,7
c1ccc2nc(-c3nccs3)ccc2c1,13%,1.4%,-2,6%,-22%,-5%,-10%,3%,-4
Cc1cc(C)nc(SCC(=O)Nc2ccc(S(=O)(=O)Nc3onc(C)c3C)cc2)n1,-2%,?,-1,0%,-23%,0%,-1%,4%,-2
COc1ccc(-c2cc(C(=O)N3CCN(c4ncccn4)CC3)c3ccccc3n2)cc1OC,9%,0.9%,3&-2,11%,-16%,-14%,5%,-2%,-1
CN(CC(O)COc1ccc(OCC(O)CN(C)C2CCCCC2)cc1)C1CCCCC1 (configuration not stated),3%,0.0%,1,12%[57.1 µM],-15%,-4%,-8%,-5%,-5
O=C(Nc1ccccn1)c1ccccc1,4%,/,-16,6%,-2%,2%,-23%,-2%,-3
CCOC(=O)CC1C(=O)NCCN1c1nc2ccc(C)cn2c(=O)c1/C=C1\SC(=S)N(CC(C)C)C1=O (configuration not stated),-2%,3.9%,-9,4%[11.4 µM],13µM*,?,?,-6%,-5
OC1(c2ccc(Cl)cc2)CN(c2ccccc2)C2=[N+]1CCS2 (configuration not stated),-12%,0.8%,-8,-6%[57.1 µM],?,7%,1%,1%,-2
C#CCOc1ccc(C2CC(=O)Nc3c2c(C)nn3-c2nc(C)cc(C)n2)cc1 (configuration not stated),6%,-1.4%,-3,1%,?,0%,-11%,-2%,-2
Cc1cccc(CN2C(=O)CSc3ccc(C(=O)NC4CC4)cc32)c1,-9%,1.4%,-4,-1%,-5%,1%,2%,-2%,0
COc1cc(C(=O)OCc2csc(CC(=O)Nc3ccccc3C)n2)ccc1OCC(C)C,1%,2.1%,-5,0%,-20%,-1%,?,-3%,1
COc1ccc(N2C[C@H](CSC)[C@@H](CC(=O)Nc3ccccc3)C2=O)cc1,7%,/,0,/,-20%,-5%,-8%,-3%,1
CCOC(=O)c1ccc(S(=O)(=O)n2c(=O)oc3ccccc32)cc1,-6%,1.4%,1,-6%,-19%,0%,2%,0%,4
O=C1CCCC2=C1C(c1ccc(Cl)cc1)N1C(=O)CCSC1=N2 (configuration not stated),2%,0.3%,-4,-12%,-2%,-5%,-3%,-2%,4
Cc1noc(C)c1NC(=O)Nc1cccc2c1O[C@H](CN(C)C(=O)Nc1ccc3c(c1)OCO3)[C@@H](C)CN([C@H](C)CO)C2=O,19%,/,11,4%,-12%,-2%,-1%,1%,-3
COc1cccc(CN2CC(C(=O)NC3(c4ccccc4)CC3)CCC2=O)c1 (configuration not stated),2%,5.5%,-3,-2%,-17%,-1%,-2%,-2%,0
COc1ccc(-c2nnc(-c3cc(OC)c(OC)c(OC)c3)o2)cc1OC,11%,5.5%,-4,200%[activator],-3%,-10%,-12%,-3%,-3
COc1ccc(S(=O)(=O)NCCSCc2ccco2)cc1Cl,2%,0.0%,-2,5%[57.1 µM],2%,-7%,-2%,-4%,-28
CCN(CC)C(=O)C1=C(C)Nc2nc3ccccc3n2C1c1cccc(OC)c1 (configuration not stated),12%&2%,-0.7%&-0.4%,-8&1,0%,1%&-17%,7%&-9%,0%&-1%,1%&-1%,-2&1
CCOc1ccc2nc(SCC(=O)Nc3ccc4c(c3)OCCO4)[nH]c2c1,1%,-2.2%,-5,-13%,-10%,1%,-7%,-4%,1
CCN(CC(=O)Nc1c(F)cccc1F)C(=O)CC1CCCCC1,4%,1.0%,-2,-3%,-9%,0%,-10%,0%,-2

# USP1 inh: entries above that show a hit.
SMILES | TrxR1 substrate | USP1 inh | Vif-A3G inh | Vif-APOBEC3F blk | PI4K2A block
CCOC(=O)CC1C(=O)NCCN1c1nc2ccc(C)cn2c(=O)c1/C=C1\SC(=S)N(CC(C)C)C1=O (configuration not stated) | 4%[11.4 µM] | 13µM* | ? | ? | -5

# The list is partial; rates above refer to the full screens.
